Compound activity from PubChem BioAssay.
a7 integrin act – integrin-mediated muscular dystrophy alleviation activation | actives 0.064% (n = 350,000) | Potency, µM (series often up to 38.3 µM), without a hit: top-dose activation, usual class: activators | alpha7betagal myoblasts, beta-gal FDG fluorescence, 48 h;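 further: potency means the concentration at half of the fitted maximal effect; 100% = response of the positive control SU9516; nearly all actives have a fitted effect of over 60% in size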
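alpha7betagal+/- myoblasts (passage 13, 250/well) treated 48 h at 37C with compounds at 1:260 dilution of DMSO stock. Lysed, then beta-galactosidase activity read as FDG fluorescence (ex 480/em 540) after 30 min, with pre-read for autofluorescence.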
PKM2 activator – activators of human pyruvate kinase M2; purified PKM2, Kinase-Glo ATP luminescence, activation; response scale: 0% is enzyme alone, no compound; Potency, µM (doses to about 57.5 µM), inactives show at the top dose activation, hits mostly activators; actives 0.34% (n = 260,000); AID 1631; further: potency means the concentration at half of the fitted maximal effect; on the % scale 0 is the no-effect control and ±100 the full control effect; nearly all actives have a fitted effect of over 55% in size
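Kinase-Glo luminescence reports ATP generated from ADP (0.1 mM) and PEP (0.5 mM) by purified hPK-M2 after 1 h at room temperature, pH 7.2 imidazole buffer; intermediate enzyme activity allows detecting inhibitors and activators.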
PTAP TSG101 blk – blocks PTAP/TSG101 interaction to inhibit HIV-1 budding. Q99816. Fluorescence polarization, FITC-PTAP peptide / Tsg101 binding. Potency, µM (highest dose often 115 µM), for the others: at the top dose activity change, negative = inhibition, actives largely listed as inhibitors. 340,000 tested, under 10 active; active means well fitted inhibition curve with a large enough effect in the main read-out, with a control signal flat, not every such curve was filed as active; inconclusive means small, poorly fitted or top-dose-only effect, or effect the other way, or a change in a side signal; inactive means no such curve, though single readings can be large or run the other way; further: potency means the concentration at half of the fitted maximal effect; % of control where 0% means no effect
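FP read-out: FITC-PTAP peptide, 50 nM final, binding Tsg101 binding domain, 10 uM final; 20 min, r.t.; 10 mM HEPES pH 7.5, 0.15 M NaCl, 0.01% Tween 20, 3 mM EDTA, 0.1 mM TCEP.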
Coupling enz – inhibits coupling enzyme system, counter-screen for aldolase hits; coupling enzyme system counterscreen, AmpLite Red fluorescence; activity change, negative = inhibition, % at 58.2 µM, hits read low; actives 0.67% (n = 290,000); AID 2472; in the data active means activity change below about -30%; further: on the % scale 0 is the no-effect control and ±100 the full control effect
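Counterscreen lacking aldolase: glyceraldehyde-3-phosphate coupling-enzyme reagent preincubated 10 min at RT with compound (at 57.5 uM final), then substrate/coupling system with AmpLite Red added; fluorescence read at 525/598 nm after 20 min RT.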
Menin MLL FP TR – displaces Texas Red mutant MLL peptide from human menin. AID 1768. Menin + Texas Red MLL mutant peptide, fluorescence polarization. actives 0.23% (n = 270,000). O00255. Potency, µM (top dose mostly 61.6 µM), inactives show top-dose FP activity change, negative = inhibition, hits mostly inhibitors; active means well fitted inhibition curve with a large enough effect in the polarisation, with a control signal flat, not every such curve was filed as active; inconclusive means small, poorly fitted or top-dose-only effect, or effect the other way, or a change in a side signal; inactive means no such curve, though single readings can be large or run the other way; the % refers to the polarisation; further: potency means the concentration at half of the fitted maximal effect; % of control where 0% means no effect; many of its hits are not listed in these tables
Target sequence (O00255 whole entry, looked up): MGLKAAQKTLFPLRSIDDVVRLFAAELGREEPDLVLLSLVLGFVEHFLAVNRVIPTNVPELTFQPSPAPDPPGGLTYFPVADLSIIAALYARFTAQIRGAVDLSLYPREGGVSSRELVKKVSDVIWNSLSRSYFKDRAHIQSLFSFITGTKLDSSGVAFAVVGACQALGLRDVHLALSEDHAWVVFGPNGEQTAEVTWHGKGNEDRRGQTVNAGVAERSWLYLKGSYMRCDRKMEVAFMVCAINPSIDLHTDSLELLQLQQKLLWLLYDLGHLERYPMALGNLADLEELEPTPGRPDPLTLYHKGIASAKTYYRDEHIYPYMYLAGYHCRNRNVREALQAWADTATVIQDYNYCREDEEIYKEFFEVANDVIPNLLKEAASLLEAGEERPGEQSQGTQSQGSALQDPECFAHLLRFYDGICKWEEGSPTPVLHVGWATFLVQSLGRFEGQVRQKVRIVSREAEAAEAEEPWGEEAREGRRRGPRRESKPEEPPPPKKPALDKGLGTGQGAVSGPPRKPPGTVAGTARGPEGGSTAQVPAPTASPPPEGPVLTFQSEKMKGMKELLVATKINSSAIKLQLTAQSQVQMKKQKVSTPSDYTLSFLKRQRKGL
B2AR arrestin – recruits beta-arrestin to the human beta2-adrenergic receptor; actives 0.02% (n = 330,000); beta-arrestin recruitment to beta2AR, cell-based reporter; AID 492947; Potency, µM (top dose mostly 46.1 µM), without a hit: top-dose activation, usual class: activators; P07550;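 further: potency means the concentration at half of the fitted maximal effect; 0% = DMSO controls and full agonism = EC100 isoproterenol or metaproterenol; nearly all actives have a fitted effect of over 65% in size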
Target sequence (P07550 whole entry, looked up): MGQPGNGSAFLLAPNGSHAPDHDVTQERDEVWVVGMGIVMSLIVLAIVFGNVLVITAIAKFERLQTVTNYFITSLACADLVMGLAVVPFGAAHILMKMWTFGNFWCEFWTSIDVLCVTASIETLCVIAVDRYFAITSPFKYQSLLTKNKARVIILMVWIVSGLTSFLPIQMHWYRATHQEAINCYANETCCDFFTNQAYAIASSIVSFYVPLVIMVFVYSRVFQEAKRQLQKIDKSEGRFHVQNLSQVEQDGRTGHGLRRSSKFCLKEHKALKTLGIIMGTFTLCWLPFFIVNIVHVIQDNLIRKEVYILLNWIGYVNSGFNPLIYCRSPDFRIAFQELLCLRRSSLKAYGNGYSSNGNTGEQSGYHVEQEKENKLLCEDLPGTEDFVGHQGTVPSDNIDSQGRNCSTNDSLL
GALK inhibitor – blocks human galactokinase activity; Potency, µM (top dose mostly 57.5 µM), for inactives: at the top dose activity change, negative = inhibition, actives largely listed as inhibitors; AID 1868; P51570; actives 0.007% (n = 270,000); Purified GALK, Kinase-Glo residual ATP luminescence; further: potency means the concentration at half of the fitted maximal effect; on the % scale 0 is the no-effect control and ±100 the full control effect
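Human GALK (5 nM) with 35 uM ATP and 100 uM galactose in 20 mM HEPES pH 8.0, 5 mM MgCl2, 60 mM NaCl, 1 mM DTT, 0.01% BSA. After 1 h at room temperature, leftover ATP was read by Kinase-Glo Plus luminescence.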
Chronic BCR inh – inhibitors of chronic active B-cell receptor signaling | ABC-DLBCL IkBa-CBG/CBR reporter, luminescence ratio, 4 h | Potency, µM (top dose mostly 46.1 µM), inactives show top-dose ratio change, negative = lower green/red ratio, most hits filed as inhibitors | actives 0.05% (n = 340,000); active means well fitted inhibition curve with a large enough effect in the signal ratio, with a control signal flat, not every such curve was filed as active; inconclusive means small, poorly fitted or top-dose-only effect, or effect the other way, or a change in a side signal; the % refers to the signal ratio;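 further: potency means the concentration at half of the fitted maximal effect; plate controls were basal doxycycline-induced cells for no effect and cells given 10 µM MG132 for full effect; MG132 reads +100%, hits lower the ratio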
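Doxycycline induced both beetle luciferases in TMD8 lymphoma cells; IKK-driven degradation limits the IkappaBalpha-fused green signal, while red luminescence normalises for cell number and nonspecific effects. Compounds tested up to 46 uM, 4 hrs.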
Giardia kill – Giardia lamblia killing; Giardia lamblia trophozoite viability; activity change, % at 7.66 µM, hits read low; actives 0.15% (n = 340,000); in the data active means activity change below about -80%; inconclusive means between about -30% and that limit;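 further: parasites exposed to compound for two days anaerobically before the ATP read; on the % scale 0 is the no-effect control and ±100 the full control effect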
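ATP-content bioluminescence gauges trophozoite survival. Cells (100/well) receive compound and incubate anaerobically for 48 hrs at 37 deg C; detection reagent follows for 15-30 min at room temperature.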
S-ASM inh – human S-ASM enzyme inhibition | AID 504937 | Potency, µM (highest dose often 57.5 µM), for the others: at the top dose activity change, negative = inhibition, actives largely listed as inhibitors | actives 0.006% (n = 340,000) | placental ASM, HMU-PC fluorogenic substrate, 60 min; further: potency means the concentration at half of the fitted maximal effect
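Fluorogenic HMU-PC substrate (9 uM final) is turned over by placental ASM in 60 min at 37 C after a 10 min compound preincubation. Reaction ended by alkaline stop (pH 10), with fluorescence read at 386/447 nm.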
Tb PFK block – T. brucei PFK enzyme inhibition; Potency, µM (doses to about 57.5 µM), for inactives: at the top dose activity, negative = inhibition, most hits filed as inhibitors; T. brucei PFK, ADP-Glo luminescence; AID 485367; actives 0.17% (n = 330,000); O15648;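 further: potency means the concentration at half of the fitted maximal effect; 0% = uninhibited 1x PFK enzyme wells and -100% = no-enzyme wells; nearly all actives have a fitted effect of over 60% in size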
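In TEA buffer at pH 8.0 with 5 mM MgCl2, enzyme (1.25 nM) converted F6P (0.5 mM) and ATP (0.1 mM) for 45 min at room temperature. ADP product was read by luciferase luminescence.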
Numbers without * were called inactive; ? = inconclusive; . = no result given; [ ] = dose if it differs, or a comment. Unless noted, the call rests on the fitted dose curve; in most records, active means well fitted curve in the direction sought with a large enough effect; inconclusive means small, poorly fitted or top-dose-only effect, or another doubt; inactive means no such curve, though single readings can be large; an effect the other way counts as inactive or inconclusive.

SMILES | a7 integrin act | PKM2 activator | PTAP TSG101 blk | Coupling enz | Menin MLL FP TR | B2AR arrestin | GALK inhibitor | Chronic BCR inh | Giardia kill | S-ASM inh | Tb PFK block
OC(CNCc1ccc(F)cc1)(c1ccccc1)c1ccc(F)cc1 (stereo unspecified) | -15% | -1% | -4% | 4 | . | -0.7% | -2% | -10% | -3 | -1% | 2%
CC(=O)Nc1ccccc1-c1ccc(C)o1 | 15% | -5% | -7% | 1 | -2% | 0.3% | 3% | 0% | 1 | 4% | 3%
CCOc1ccc(S(=O)(=O)NC(C)C(=O)NCc2ccncc2)cc1 (stereo unspecified) | -36% | . | -1% | 1 | 8% | -0.5% | -2% | 4% | -10 | 5% | 4%
Cc1c(C(=O)N(C)C)sc(NC(=O)c2cc([N+](=O)[O-])cc([N+](=O)[O-])c2)c1C#N | 12% | 0% | -5% | 6 | ? | 0.0% | 4% | 1% | 9 | -1% | 0%
Cc1cccc(N/C=C/C(=O)c2ccc(Cl)cc2)c1 | 16% | . | 0% | -1 | ? | -0.2% | 4% | ? | 16 | 31%[activator] | 2%
COCCSc1ccccc1C(=O)Nc1ccc(Cl)cn1 | -1% | -10% | -4% | -4 | 9% | -0.4% | 4% | ? | -2 | 0% | -8%
COc1ccc(NC(=O)Cc2coc3cc(C)ccc23)cc1S(=O)(=O)N1CCOCC1 | -22% | 7% | 0% | -4 | -22% | -0.4% | -1% | -5% | 1 | -1% | 0%
COc1ncccc1C(=O)NC1CCCc2c1cnn2-c1ccc(C)c(C)c1 (stereo unspecified) | 22% | . | -1% | . | . | -0.4% | 1% | -13% | 28 | -3% | 2%
CCOC(=O)N1CCN(CC(=O)Nc2cc(C)nn2-c2nc3ccccc3s2)CC1 | -35% | 6% | 0% | -4 | 0% | -0.1% | 0% | -8% | -12 | -8% | -2%
O=C(COc1ccccc1)NC(=S)Nc1ccc(Br)cn1 | -44% | 0% | -1% | 0 | . | 0.1% | 0% | ? | -18 | -3% | 5%
CC(C)(CSc1nncn1/N=C/c1ccco1)NS(=O)(=O)c1ccc(Cl)cc1 | -6% | 4% | -5% | -2 | 7% | 0.1% | -3% | -18% | -5 | -2% | -3%
CS(=O)(=O)N1CCN(c2ccccc2NC(=S)NC(=O)c2cccs2)CC1 | -18% | -1% | 2% | 2 | 13% | -1.3% | 1% | 6% | 5 | -14% | 2%
Cc1cc(=O)oc2cc(NC(=O)CCCC(=O)O)ccc12 | 8% | -4% | -7% | 0 | ? | -0.3% | 2% | -1% | 1 | 40%[activator] | -1%
Cc1cc2oc(=O)cc(CN3CCN(S(=O)(=O)c4ccc5c(c4)OCCO5)CC3)c2cc1C | -14% | 1% | -2% | 0 | 0% | 0.2% | 4% | 0% | -16 | -1% | 1%
CCn1c(C)nc2cc(C(=O)n3cc(C(=O)c4ccccc4O)cn3)ccc21 | . | -15% | . | 1 | 4% | 0.1% | 1% | 3% | . | . | -1%
COc1cccc(CCNC(=O)C2CCC(=O)N(Cc3cccc(OC)c3)C2)c1 (stereo unspecified) | ? | . | -5% | 6 | -16% | 0.0% | 4% | -10% | 6 | 2% | -4%
O=C(COC(=O)c1cn(-c2ccccc2)nc1-c1ccccc1)c1ccc([N+](=O)[O-])cc1 | . | -1% | . | -4 | ? | -0.6% | 0% | -7% | . | . | 4%
Cc1ccc(Oc2ncccc2NC(=O)CC(CC(=O)O)c2ccccc2)c2c1CCC2 (stereo unspecified) | ? | 5% | 1% | 5 | . | 0.1% | 0% | 1% | ? | 2% | -5%
C/C(Cl)=C/Cn1c(SCc2ccc(Cl)cc2)nc2c1c(=O)[nH]c(=O)n2C | 20% | 3% | 1% | 0 | ? | 0.0% | 0% | ? | -5 | -2% | -4%
Nc1ccc2c(c1)C(=O)N(CCCCCC(=O)O)C2 | 21% | -2% | -6% | 1 | -16% | -0.4% | -1% | ? | 0 | 4% | 11%
O=C(COc1ccc(Br)cc1CNC1CCCC1)Nc1ccccc1 | -30% | -6% | -2% | 1 | -24% | 2.7% | 2% | ? | 10 | -1% | -2%
CS(=O)(=O)Nc1ccccc1C(=O)NCCSCc1ccccc1 | 5% | ? | -2% | -2 | 20% | 13% | -2% | 4% | -6 | -1% | 1%
O=C(Nc1c2c(nn1-c1ccc(F)cc1)CS(=O)C2)c1ccc(Br)o1 (stereo unspecified) | -12% | -6% | -4% | . | . | -1.1% | 4% | 2% | 13 | 7% | -6%
CC(C)CN1CCN(Cc2cccn2-c2ccc(Cl)cn2)CC1CCO (stereo unspecified) | -11% | 1% | 0% | 1 | 5% | -0.3% | 1% | 0% | -6 | 4% | 4%
CN(C)C(=O)c1cc([N+](=O)[O-])ccc1O | ? | -10% | 1% | -1 | 3% | -0.8% | 1% | -4% | 2 | -1% | -4%
Cc1ccc(S(=O)(=O)NCCSc2nnnn2-c2ccc(C(N)=O)cc2)cc1 | -4% | 19% | 0% | -4 | 12% | -0.3% | -2% | 3% | -1 | 0% | 0%
OCCN1CCN(CCSc2ccccc2)CC1 | 7% | -2% | -8% | 0 | ? | 0.0% | 3% | -2% | -3 | -1% | -6%
COc1ccc(CCNC(=S)Nc2ccccc2C)cc1 | 1% | 1% | -5% | 0 | -10% | 0.0% | -1% | -13% | -14 | 0% | 0%
OC(COc1ccc(CNCc2cccnc2)cc1)CN1CCc2ccccc2C1 (stereo unspecified) | -16% | 0% | -4% | 0 | -18% | 0.3% | -2% | -7% | 20 | 3% | 5%
Cc1cc(NC(=O)c2ccc(N3C(=O)CCC3=O)cc2)no1 | 8% | -5% | -5% | -1 | 27% | 7.8% | -1% | 10% | -14 | 1% | 2%
CN(C)NC(=O)C12CCC(C)(C(=O)O1)C2(C)C (stereo unspecified) | 3% | . | -5% | 2 | 10% | 0.5% | 0% | 1% | -3 | 7% | -4%
CCOC(=O)c1[nH]c2ccccc2c1NC(=O)c1nonc1C | -18%[7.66 µM] | -2% | -8% | -7 | 11% | 0.4% | -2% | 10% | -3 | -1% | -3%[0.46 µM]
CCCCCCOc1ccc(N2C(=O)CC(N3CCN(CCN=CC4=C(O)CC(C)(C)CC4=O)CC3)C2=O)cc1 (stereo unspecified) | ? | -7% | -8% | 4 | ? | -0.1% | 3% | ? | 19 | -1% | -7%
C=CCn1c(SCC(=O)Nc2ccc(C(=O)OC(C)C)cc2)nnc1-c1cccs1 | 3% | 1% | -10% | 0 | 1% | -1.1% | 0% | 11% | 5 | -9% | 6%
COc1cc2c(C)nc3c(cnn3-c3ccccc3)c2cc1OC | 2% | 0% | -15% | 0 | ? | -0.2% | 7% | ? | 19 | -21% | 6%
Cc1cccc(-n2c(C)c(C)c3c(N)ncnc32)c1 | -47%[inhibitor] | -5% | -2% | 0 | -29% | -0.4% | -1% | -25% | -2 | 4% | 1%
CC(C)CCNC(=O)[C@H](CC(C)C)NC(=O)[C@H]1O[C@@H]1C(=O)O | . | -5% | . | 2 | 7% | -0.8% | -3% | 5% | . | . | -7%
COc1ccc(O)c(/C=N/N=C2/C(=O)Nc3ccccc32)c1 | -46% | -2% | 0% | 0 | 24% | -0.1% | 1% | ? | -22 | -15% | -2%
O=C(O)CONC(=O)c1cc(OCC(F)(F)F)ccc1OCC(F)(F)F | ? | 2% | 0% | 8 | 9% | -0.2% | 1% | -2% | -15 | 11% | -3%
CC(C)N(CCn1cnc2c([nH]c3ccccc32)c1=O)C(C)C | ? | -4% | 2% | 2 | . | -0.5% | 5% | -15% | -11 | 2% | 0%
CN(Cc1ccc(Br)cc1)C(=O)CCN1C(=O)c2cccc([N+](=O)[O-])c2C1=O | 23% | 9% | 2% | 2 | 16% | 0.1% | -1% | -5% | 0 | -2% | -1%
COc1ccccc1CNC(=O)c1ccc(CS(=O)(=O)c2ccccc2C)o1 | 14% | 0%[0.46 µM] | -3% | -1 | 2% | 0.5% | 5% | 1% | ? | 2% | 0%

Only part of the results is shown (hit frequency here may not be typical).
